Compound activity: PubChem, National Center for Advancing Translational Sciences (NCATS)
Peg3 imprint: induces erasure of genomic imprints in mouse ES cells | AID 1948 | mouse ES Peg3-LacZ reporter, beta-gal luminescence, 40 h | Potency, µM (titrated, usually from 60.7 µM), for the others: at the highest dose activity change, positive = activation, actives largely listed as activators | 110,000 compounds, 0.02% hits;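 also: 0% = negative control wells on the plate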
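Gelatin-coated wells received 300 freshly trypsinized female ES cells with a Peg3LacZ-Neo reporter on the maternal allele, then incubated 40 hours at 37C. BetaGlo was added for 5 minutes at room temperature before a single luminescence read.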
p53ts 39C tox: cytotoxicity in p53ts cells at nonpermissive temperature; 130,000 compounds, 1.5% hits; Potency, µM (series often up to 46.1 µM), without a hit: at the top dose activity change, negative = cell killing, usual class: cytotoxic; H1299-p53A138V viability at 39C, ATP luminescence, 24 h; also: nearly all actives have a fitted effect of over 55% in size
IkB signaling: inhibitors of IkB signaling in ABC-DLBCL cells; ABC-DLBCL IkBa-CBG/CBR dual luciferase ratio, 4 h; response scale: scaled: untreated 0%, proteasome inhibitor 100%; 110,000 compounds, 0.04% hits; Potency, µM (doses to about 57.1 µM), without a hit: top-dose IkBa stabilization activation; active = well fitted curve in the direction sought with a large enough effect in the signal ratio, not every such curve was filed as active; inconclusive = small, poorly fitted or top-dose-only effect, or a change in a side signal; the % refers to the signal ratio;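 also: the direction sought is a rising ratio; 0% = basal untreated cells and 100% = reference inhibitor full response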
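Luminescence ratio of IκBα-fused green versus native red beetle luciferase in OCI-Ly3 cells, 4 h post-doxycycline with compound; red signal alone, scaled from basal (0%) to zero light (-100%), flagged nonspecific or cytotoxic effects.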
p53ts 32C kill: kills p53ts cells at the permissive temperature; H1299-p53A138V at 32C, ATP luminescence viability, 24 h; Potency, µM (top dose mostly 46.1 µM), inactives show top-dose activity change, negative = cytotoxicity, usual class: cytotoxic; 130,000 compounds, 0.93% hits;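 also: 0% = DMSO and -100% = full killing by reference compound; nearly all actives have a fitted effect of over 55% in size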
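Cells: H1299 p53ts (A138V), 600/well, pre-incubated 16–30 h at 37C. Cpd up to 46 uM, 24 h, 32C. Readout: ATPlite luminescence, 20 min RT. Normalization: DMSO vs tamoxifen 100 uM. AC50 by Hill equation.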
Active calls of the source: *; u = inconclusive; x = no result given; & = joins results of further samples; [ ] = remark or other dose. Unless noted, calls follow the shape of the dose curve; as a rule, active = well fitted curve in the direction sought with a large enough effect; inconclusive = small, poorly fitted or top-dose-only effect, or another doubt; inactive = no such curve, though single readings can be large; an effect the other way counts as inactive or inconclusive. Unless noted, % is scaled to controls: 0 for no effect and ±100 for the full control effect; potency is read from the fitted curve at half-maximal effect. The order is random; about 1.7% have a hit in one of these screens.

Value order: Peg3 imprint	p53ts 39C tox	IkB signaling	p53ts 32C kill
> CCN(c1ccccc1)c1nnc(NC(=O)Nc2cccc(C(F)(F)F)c2)s1
→ -13%[10.9 µM]	-6%	-1.5%	-2%
> O=C(Nc1ccc(Br)cc1)c1ccc(F)c(S(=O)(=O)N2CCc3ccccc32)c1
→ -21%[10.9 µM]	-4%	u	18%
> CCCCc1nc2ccccc2n2c(-c3ccc(OC)cc3)c3c(=O)n(C)c(=O)n(C)c3c12
→ 3%[10.9 µM]	9%	u	23%
> c1ccc2oc(Cc3ccc(Cc4nc5ccccc5o4)cc3)nc2c1
→ x	u	x	2%
> CN1CCN(/C=N/c2c(C#N)cnn2Cc2ccccc2)CC1
→ -8%	0%	-0.8%	5%
> O=C(CSc1ncc(CO)n1Cc1ccc(F)cc1)NCc1ccco1
→ -5%[10.9 µM]	1%	2.0%	-4%
> NC(=O)SCC(=O)Nc1ccc(Cl)c(Cl)c1
→ -61%[inhibitor]	20%	u	-4%
> S=c1[nH]nc(-c2ccccc2)n1/N=C/C=C/c1ccco1
→ x	-6%	x	-3%
> CCN(CC)CCn1c(=S)[nH]c2ccc(Cl)cc2c1=O
→ -3%	-1%	1.4%	2%
> COc1cccc(NC(=O)CCC(=O)N2Cc3ccccc3Oc3ncccc32)c1
→ 16%[10.9 µM]	-14%	u	-1%
> CC(C)Cn1c(CN2C(=O)c3ccccc3C2=O)nc2ccccc2c1=O
→ -5%	9%	-0.9%	6%
> CCOc1ccccc1NC(=O)CSc1nc2c(oc3ccccc32)c(=O)n1-c1ccc(F)cc1
→ -12%[10.9 µM]	31%[activator]	-2.2%	18%
> Cc1c(NC(=O)C(C)N2CC(C)OC(C)C2)c(=O)n(-c2ccccc2)n1C (stereo unspecified)
→ -6%	-2%	-0.7%	-2%
> Fc1cccc(-c2cc3nc(-c4ccccc4)cc(N4CCC5(CC4)OCCO5)n3n2)c1
→ x	-4%	x	7%
> Cc1cccc(-c2nc(SCC(=O)Nc3cc(C)on3)c3c(=O)n(C)c(=O)n(C)c3n2)c1
→ 11%[10.9 µM]	-17%	-1.2%	6%
> CCOC(=O)c1cccc(NC(=O)c2cccnc2)c1
→ -16%	2%	1.0%	-1%
> Cc1cccc(C)c1-n1ncc(C(=O)NCc2ccc3c(c2)OCO3)c1C1CCN(C(=O)OC(C)(C)C)CC1
→ -7%[10.9 µM]	-7%	u	9%
> Cc1ccc(Cn2ccn(CC(=O)Nc3ccccc3C(F)(F)F)c(=O)c2=O)cc1
→ 10%[10.9 µM]	-6%	-0.5%	9%
> CCOc1ccc(CCNS(=O)(=O)c2cccc3nsnc23)cc1OCC
→ -2%	6%	0.5%	1%
> O=C(CCC1=NS(=O)(=O)c2ccccc2N1)NC1CCCCCCC1
→ -8%	-6%	1.6%	-3%
> CN(C)c1nc(N)c(C(=O)N=C(N)N)nc1Cl
→ -14%	-4%	-0.1%	-12%
> Cc1cc(NS(=O)(=O)Cc2ccccc2)no1
→ -9%	10%	-0.4%	6%
> O=C(CSc1ncccc1C(=O)O)NCc1ccc(F)cc1
→ 4%	0%	0.1%	-9%
> Cc1cc(=O)n2[nH]c(-c3ccccc3)cc2n1
→ -39%[inhibitor]	-22%	2.0%	-21%
> CCOCC(=O)Nc1ccc(S(=O)(=O)N2CCOCC2)cc1
→ 10%	2%	-1.1%	-8%
> CCSC1(SCC)N=C(N)C2(C#N)C(c3ccccc3)NC(C)=CC12C#N (stereo unspecified)
→ -9%	-4%	-0.6%	1%
> Cc1sc2nc(SCC(N)=O)n(C)c(=O)c2c1C
→ x	4%	x	-16%
> NCCCS(=O)(=O)O
→ -6%&3%	u	9.1%	11%&-22%
> CCCc1cc(C(=O)Nc2cccc(C(C)=O)c2)no1
→ 0%	-16%	1.1%	-26%
> Cc1cccc(CNc2cc(-c3c(C)noc3C)ncn2)c1
→ -15%	-7%	1.1%[11.4 µM]	13%

More entries
Value order: Peg3 imprint	p53ts 39C tox	IkB signaling	p53ts 32C kill
> O=C(c1csnn1)N1CCC[C@@]2(CCN(Cc3ccccc3)C2)C1
→ x	12%	-2.6%[11.4 µM]	-6%
> Cn1c2c(c3ccccc31)CC/C2=N\O
→ -2%	-15%	-5.3%	-4%
> CCCCn1nnnc1SCC(=O)Nc1cccc(C)n1
→ -2%	4%	-0.3%	13%
> O=C(Nc1ccc(N2CCOCC2)cc1)C1CCN(S(=O)(=O)Cc2ccccc2)CC1
→ 5%	14%	-1.5%	2%
> COc1ccc(N2C(=O)CCC(C(=O)N3CCCCCC3)C2c2ccc(OC)c(OC)c2)cc1 (stereo unspecified)
→ 2%	5%	-1.3%	-6%
> CCC(C)(C)NC(=O)C(c1ccc(C)cc1)N(Cc1ccco1)C(=O)Cn1nnc2ccccc21 (stereo unspecified)
→ x	18%	x	0%
> CC(C)Cn1cc(NC(=O)NCc2ccccc2Cl)c2ccccc2c1=O
→ 26%[10.9 µM]	-8%	0.2%	4%
> CCOC(=O)Cn1c(CCC(=O)O)ccc1-c1ccc(F)cc1
→ -2%	12%	-0.1%	4%
> CCOC(=O)CSc1nnc(CNC(=O)c2cccs2)n1-c1cc(OC)ccc1OC
→ -3%	-12%	1.2%	0%
> CCOP(C)(=O)C1(C(=O)OCc2ccccc2)CC1 (stereo unspecified)
→ 0%	5%	1.1%	-12%
> CN(C)C(CNC(=O)CCCc1c[nH]c2ccccc12)c1ccco1 (stereo unspecified)
→ -15%	5%	2.2%	9%
> O=C(NC1CCCC1)c1cc(Nc2cccc(C(F)(F)F)c2)nc2ccccc12
→ -7%[10.9 µM]	-11%	u	-24%
> Cc1ccsc1C=Nc1c(C)n(C)n(-c2ccccc2)c1=O
→ -1%	6%	-1.3%	-2%
> O=C(O)c1ccc(CSCc2ccco2)cc1
→ -82%[inhibitor]	-4%	-0.3%	-6%
> CC(C1CC1)N(C(=O)c1ccccc1O)c1ccccc1 (stereo unspecified)
→ -16%	10%	-0.6%	4%
> Cc1ccc(CN2CCN(CC(=O)NCc3ccc(Cl)cc3)C2=O)cc1
→ -11%	-23%	u	20%
> O=C(CCC1CCCC1)Nc1ccc(Br)cn1
→ -3%	1%	-5.4%	-1%
> COc1cccc(NC(=O)CSc2nc3c([nH]c4ccccc43)c(=O)n2-c2ccccc2)c1
→ 14%[10.9 µM]	-11%	u	-5%
> CCCCc1ccc(NC(=O)Cn2cnc3c2c(=O)n(C)c(=O)n3C)cc1
→ -16%[10.9 µM]	-7%	u	6%
> Cc1cccc(OCC(=O)Nc2cccc(-c3nnc(-c4ccccc4)o3)c2)c1C
→ -28%	-21%	-0.5%	u
> Cc1nc(SCC(=O)Nc2ccc(Br)cc2)[nH]c(=O)c1Cc1ccccc1
→ -9%[10.9 µM]	-8%	u	18%
> O=C(OCc1cc2ccccc2[nH]c1=O)C1CCCCC1
→ -9%	15%	-2.1%	-3%
> O=C(O)CC[C@@H](C(=O)O)N1C(=O)c2ccccc2C1=O
→ 8%[10.9 µM]	2%[9.22 µM]	0.4%[11.4 µM]	7%[9.22 µM]
> CCOc1ncccc1C(=O)OCc1nnc(-c2ccccc2)o1
→ -2%	4%	-0.2%	-2%
> C[C@@]12CC[C@H]3[C@H](CC=C4C[C@@H](O)CC[C@@]43C)[C@@H]1CC[C@@H]2N(CCO)CCO
→ x	-1%[9.22 µM]	-1.5%[11.4 µM]	-1%[9.22 µM]
> COc1ccc(C2NC(=O)NC(C)=C2C(=O)Nc2cc(C)cc(C)c2)c(OC)c1 (stereo unspecified)
→ -6%[10.9 µM]	9%	2.2%	1%
> Cc1ccc(CNC(=O)C(=O)NCC(c2ccco2)S(=O)(=O)c2ccc(C)cc2)cc1 (stereo unspecified)
→ -8%[10.9 µM]	10%	1.9%	7%
> Cc1ccc(N2CC(C(=O)Nc3ccccc3C(=O)NC3CCCCC3)CC2=O)cc1 (stereo unspecified)
→ x	-7%	x	-12%
> O=C(c1ccco1)N1CCN(C(c2ccc(Cl)cc2)c2nnnn2CC2CCCO2)CC1 (stereo unspecified)
→ -10%	-6%	1.4%	-2%
> COc1ccc(OC)c(CCNC(=O)c2c3c(nc4ccccc24)C(=O)N(C2CCCCC2)C3)c1
→ -7%[10.9 µM]	2%	u	1%

Reprinted at random: five entries already listed, in no set order.
Value order: Peg3 imprint	p53ts 39C tox	IkB signaling	p53ts 32C kill
> CCCCc1ccc(NC(=O)Cn2cnc3c2c(=O)n(C)c(=O)n3C)cc1
→ -16%[10.9 µM]	-7%	u	6%
> C[C@@]12CC[C@H]3[C@H](CC=C4C[C@@H](O)CC[C@@]43C)[C@@H]1CC[C@@H]2N(CCO)CCO
→ x	-1%[9.22 µM]	-1.5%[11.4 µM]	-1%[9.22 µM]
> Cc1ccc(N2CC(C(=O)Nc3ccccc3C(=O)NC3CCCCC3)CC2=O)cc1 (stereo unspecified)
→ x	-7%	x	-12%
> Cc1ccc(CN2CCN(CC(=O)NCc3ccc(Cl)cc3)C2=O)cc1
→ -11%	-23%	u	20%
> CCOc1ncccc1C(=O)OCc1nnc(-c2ccccc2)o1
→ -2%	4%	-0.2%	-2%

Additional structures follow:
Value order: Peg3 imprint	p53ts 39C tox	IkB signaling	p53ts 32C kill
> C/[N+]([O-])=C1\Cc2ccccc2C1=O
→ -18%	-6%	-0.9%	-2%
> Cc1ccc(Cl)cc1NC(=O)CCn1c(=O)c2cccn2c2cccnc21
→ -12%[10.9 µM]	-3%	-0.5%	-1%
> C[C@@H]1C[C@H]2[C@H]3C[C@@H](F)C4=CC(=O)C=C[C@]4(C)[C@@]3(Cl)[C@@H](O)C[C@@]2(C)[C@@H]1C(=O)COC(=O)C(C)(C)C
→ -5%[16.8 µM]	-2%[20.6 µM]	6.1%[25.6 µM]	-5%[20.6 µM]
> CCOC(=O)c1cccc(NC(=O)c2cc3cc4ccc(C)cc4nc3o2)c1
→ -17%[10.9 µM]	-7%	-3.0%	2%
> Cn1cnnc1Sc1nc2c(c(=O)n(C)c(=O)n2C)n1Cc1ccccc1Cl
→ -5%	6%	-1.8%	1%
> CCc1ccc(Nc2nc(N)nc(CSc3nc4ccccc4s3)n2)cc1
→ -8%[10.9 µM]	u	u	u
> COc1cccc(-c2ccc3ncnc(NCCNC(C)=O)c3c2)c1
→ u	-4%	-0.3%[11.4 µM]	4%
> CCCCCn1c(SCC2CCCO2)nc2cc(C(=O)N3CCC(C(N)=O)CC3)ccc2c1=O (stereo unspecified)
→ -4%	-7%	0.3%	12%
> O=c1cc[nH]c2cc(C(F)(F)F)ccc12
→ -7%	-2%	0.6%	5%
> CCOC(=O)CC(C#N)c1c[nH]c2ccccc12 (stereo unspecified)
→ -7%	15%	1.2%	-3%
> CC(C)Cn1c(=O)c2sccc2n2c(CCCC(=O)NCC(C)c3ccccc3)nnc12 (stereo unspecified)
→ -9%[10.9 µM]	9%	u	11%
> CN1CCN(c2nc3c(S(=O)(=O)c4ccc(Cl)cc4)nnn3c3ccsc23)CC1
→ -13%[10.9 µM]	-4%	u	2%
> Cc1noc(C(=O)NCc2cccnc2)c1Cl
→ -12%	49%[activator]	-1.4%	4%
> O=C1CN(C(=O)c2cnccn2)c2ccccc2N1
→ 0%	-21%	-0.1%	2%
> C=CCn1c(SCC(=O)NCC(=O)OCC)nnc1-c1cccc(OC)c1
→ 0%	7%	-0.5%	-4%
> O=C(CSc1nnc(-c2ccccn2)n1Cc1ccccc1)NC1CCCC1
→ 1%	1%	-0.3%	-5%
> O=S(=O)(Nc1nccs1)c1ccc(NS(=O)(=O)c2cccs2)cc1
→ -2%	1%	0.1%	4%
> COc1cc2c(cc1OC)C(c1ccc(N)cc1)=NNC(=O)C2
→ -13%	-16%	-0.6%	-3%
> COc1cccc(-c2nnc(SCC(=O)N3CCc4ccccc43)o2)c1
→ 4%[10.9 µM]	-7%	u	-3%

Results in p53ts 39C tox, Peg3 imprint and p53ts 32C kill, for some of the entries so far:
structure	p53ts 39C tox	Peg3 imprint	p53ts 32C kill
CCOC(=O)c1cccc(NC(=O)c2cc3cc4ccc(C)cc4nc3o2)c1	-7%	-17%[10.9 µM]	2%
Cn1cnnc1Sc1nc2c(c(=O)n(C)c(=O)n2C)n1Cc1ccccc1Cl	6%	-5%	1%
CCc1ccc(Nc2nc(N)nc(CSc3nc4ccccc4s3)n2)cc1	u	-8%[10.9 µM]	u
